Efflux pump inh – antifungal efflux pump inhibition, Nile Red retention; S. cerevisiae Candida pump triplex; inhibition, % at 10 µM; 0.44% of 330,000 active;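 active means plate passing quality check with inhibition over a set limit, or well fluorescence over plate mean plus 4 SD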;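 further: Nile Red retained in pooled yeast measured as flow cytometry median fluorescence; 0% = buffer negative control and 100% = Enniatin B positive control; higher means more Nile Red kept so more efflux inhibition; some compounds called inactive have numbers as strong as hits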
JMJD2C inh – inhibitors of human GASC-1 (JMJD2C) demethylase | Q9H3R0 | GST-JMJD2C(1-420) H3K9me3 demethylation, DELFIA europium | inhibition, % at 2.35 µM | 0.069% of 330,000 active | AID 2099;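 active means more than half of a compound's replicate wells show inhibition beyond 50%, single wells judged on their own value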;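 further: signal counts dimethyl H3K9 product captured on neutravidin plate; 0% = median of DMSO wells and 100% = 0.3 times that DMSO median; strong numbers were not always called active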
core dimer inh – blocks dimerization of HCV core protein; inhibition, % at 5 µM; AID 1899; TR-FRET GST/Flag-core106 dimerization, 1536-well; 0.33% of 300,000 active;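 active means inhibition above the mean of all tested compounds plus 3 SD, set per screening campaign, cut at about 45% in these data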
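Assay system – GST-tagged and Flag-tagged HCV core protein residues 1-106 · Quantity – core106 proteins, GST 13.5 nM and Flag 17 nM · Benchmarks – unlabelled core106 and no-GST-core106 wells · Read-out basis – percent inhibition of core106 dimerization signal · Detection – time-resolved FRET, ex 340 nm, em 617 and 671 nm · Schedule – 4 h at 22.5 °C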
PP1 inh – blocks human PP1-alpha phosphatase, a PP5 counter-screen. P62136. purified PP1alpha, OMFP fluorescence. inhibition, % at 6.7 µM. 0.9% of 320,000 active. AID 2235;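 active means inhibition above the mean inhibition of all tested compounds plus 3 SD, computed separately for each screening campaign, cut at about 15% in these data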
Target sequence (P62136 whole entry, looked up): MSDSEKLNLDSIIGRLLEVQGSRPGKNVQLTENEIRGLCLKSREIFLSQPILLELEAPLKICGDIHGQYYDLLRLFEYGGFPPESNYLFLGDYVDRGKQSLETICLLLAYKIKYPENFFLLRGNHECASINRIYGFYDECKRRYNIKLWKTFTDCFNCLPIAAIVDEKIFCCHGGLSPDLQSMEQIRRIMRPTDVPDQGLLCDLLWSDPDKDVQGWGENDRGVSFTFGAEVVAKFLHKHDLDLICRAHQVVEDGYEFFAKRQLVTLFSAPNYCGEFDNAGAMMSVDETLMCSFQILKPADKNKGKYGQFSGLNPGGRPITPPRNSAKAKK
Fh CTSL1 inh – cathepsin L1 inhibition, PFM18AAP counter-screen | recombinant F. hepatica cathepsin L1, Z-Leu-Arg-MCA fluorescence | inhibition, % at 5.96 µM | 0.49% of 300,000 active | AID 1906;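 active means inhibition above the mean of all tested compounds plus 3 SD, set per screening campaign, cut at about 17% in these data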;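 further: 0% = plate median of test compound wells and 100% = 1 µM Z-Phe-Ala-diazomethylketone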
PP5 inh – blocks human protein phosphatase 5 activity; P53041; purified PP5c, OMFP substrate fluorescence; inhibition, % at 6.7 µM; 0.18% of 320,000 active; AID 1987;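 active means inhibition above the campaign's mean inhibition across all tested compounds plus 3 SD, cut at about 9.5% in these data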;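 further: 0% = DMSO only and 100% = 100 µM cantharidin control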
Target sequence (P53041 whole entry, looked up): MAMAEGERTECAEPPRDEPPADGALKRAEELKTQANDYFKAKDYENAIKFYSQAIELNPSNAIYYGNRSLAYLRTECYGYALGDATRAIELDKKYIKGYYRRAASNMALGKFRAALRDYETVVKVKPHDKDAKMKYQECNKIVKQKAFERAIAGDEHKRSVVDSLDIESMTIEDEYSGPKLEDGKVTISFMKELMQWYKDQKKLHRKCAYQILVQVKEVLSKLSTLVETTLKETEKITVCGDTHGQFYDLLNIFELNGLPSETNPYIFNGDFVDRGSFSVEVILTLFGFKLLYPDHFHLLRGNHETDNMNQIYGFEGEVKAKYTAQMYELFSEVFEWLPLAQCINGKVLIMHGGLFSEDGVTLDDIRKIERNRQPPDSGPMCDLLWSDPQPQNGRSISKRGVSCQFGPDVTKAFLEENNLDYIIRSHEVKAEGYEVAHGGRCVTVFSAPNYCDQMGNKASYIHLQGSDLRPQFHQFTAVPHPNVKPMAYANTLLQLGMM
proCasp7 act – activates human procaspase-7, counter-screen for procaspase-3 activators; P55210; 0.093% of 330,000 active; recombinant procaspase-7, Ac-DEVD-pNA absorbance 405 nm; D23A/D198A/D206A triple mutant, cannot self-cleave; scale: DMSO 0, 5 µM enzyme 100; activation, % at 8.5 µM;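 active means percent activation above the screen-wide mean plus 3 SD, cut at about 25% in these data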
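Test system: Procaspase-7 triple mutant (PC-7 D3A). Also added: Ac-DEVD-pNA substrate, 400 µM as added. Schedule: 1 h enzyme–compound preincubation and 2 h substrate reaction, both 25 °C. Signal: p-Nitroaniline absorbance at 405 nm, read at 0 and 120 min. Control set: low DMSO alone, high DMSO plus 5 µM PC-7.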
proCasp3 act – activators of human procaspase-3. recombinant procaspase-3 D3A, Ac-DEVD-pNA absorbance 405 nm. P42574. activation, % at 8.5 µM. 0.11% of 330,000 active;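 active means activation above the mean of all tested compounds plus 3 SD, cut at about 21% in these data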;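 further: 0% = DMSO alone and 100% = DMSO wells spiked with extra 5 µM PC-3 D3A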
Target sequence (P42574 whole entry D9A/D28A/D175A): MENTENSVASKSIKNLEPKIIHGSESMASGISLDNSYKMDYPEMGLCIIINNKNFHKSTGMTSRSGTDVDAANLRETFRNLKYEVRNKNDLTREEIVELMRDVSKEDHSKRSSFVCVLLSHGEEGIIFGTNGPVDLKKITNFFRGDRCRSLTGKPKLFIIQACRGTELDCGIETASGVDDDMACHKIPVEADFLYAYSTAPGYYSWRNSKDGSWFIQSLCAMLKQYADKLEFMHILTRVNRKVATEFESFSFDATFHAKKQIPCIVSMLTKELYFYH
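Test system: Procaspase-3 D3A mutant, all three cleavage aspartates alanine | Dosing: Single dose, 8.5 µM nominal compound, 0.8% DMSO | Schedule: 1 h preincubation, 2 h reaction | Technique: 405 nm absorbance of p-nitroaniline, reads at 0 and 120 min | Repeats: One well per compound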
TPT1 inh – C. albicans TPT1 enzyme inhibition; recombinant caTPT1, FP RNA substrate dephosphorylation; inhibition, % at 5 µM; 0.81% of 300,000 active; AID 1962;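 active means inhibition above the mean of all tested compounds plus 3 SD, set per screening campaign, cut at about 24% in these data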;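 further: plate controls were DMSO alone for no effect and ferristatin control at 100 nM for full effect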
Numbers without * were called inactive; nt = no result given; & = joins results of further samples.

SMILES	Efflux pump inh	JMJD2C inh	core dimer inh	PP1 inh	Fh CTSL1 inh	PP5 inh	proCasp7 act	proCasp3 act	TPT1 inh
CC(C)(C)c1ccccc1NC(=O)c1ccc2c(c1)SC1=NS(=O)(=O)CCN12	-0.1	0	4	0	-4	-2.4	-8	2	2
Cc1ccc(N2CC(C(=O)N3CCC(C(=O)NC(C)(C)C)CC3)CC2=O)cc1 (stereo unspecified)	0.2	-22	-7	-3	4	-2.1	-7	-5	1
CCN(CC)C(=O)CSC1=Nc2ccccc2C2=NC(Cc3c[nH]c4ccccc34)C(=O)N12 (stereo unspecified)	0.0	-11&-4	0	-2	-2	-1.3	-7	-2	-2
CCN1C(=O)[C@H]2[C@@H](c3ccc(-c4ccccc4)cc3)N[C@@](CC(C)C)(C(=O)OC)[C@H]2C1=O	-0.2	62	2	-2	6	1.4	-1	2	-3
CCN(CC)c1ccc(NS(=O)(=O)c2ccc(OC)cc2)cc1	-0.1	-2	-12	3	-1	1.8	-2	-2	2
COc1cc(CN(C)C(C)C(=O)Nc2ccc([N+](=O)[O-])cc2Cl)ccc1OC(F)F (stereo unspecified)	0.0	1	12	3	-2	0.8	0	0	0
CN(C)C(=O)c1cnc(Sc2ncc(C(F)(F)F)cc2Cl)n1C	-0.3	5	-2	2	1	-2.4	8	4	1
O=C(O)c1[nH]c2ccccc2c1NS(=O)(=O)c1ccc(F)cc1	-0.1	-3	9	-6	-4	0.3	1	4	1
CCN(CC)S(=O)(=O)c1ccc2oc(C(=O)Nc3ccc(OC)cc3OC)c(C)c2c1	0.0	-8	5	1	-4	2.1	-6	2	-3
COCCNc1ncnc2c1[nH]c1ccccc12	-0.1	-4	-6	0	6	4.7	2	-3	-1
Nn1cnnc1N/N=C/c1ccc(Cl)c([N+](=O)[O-])c1	0.5	-4	5	-2	1	6.0	-23	-16	0
O=S(=O)(c1cccs1)N1CCN(c2ccccn2)CC1	0.0	-2	2	0	-7	3.6	-11	5	-2
COc1cccc(C(=O)c2cc3ccc(O)cc3oc2=O)c1	0.9	0	-4	0	1	1.3	-7	-7	3
O=C(NCC(=O)N1CCc2ccccc2C1)c1ccc(Cl)cc1Cl	0.0	19	6	1	-3	-0.1	-11	-4	-6
Cc1ccc(O)c(C2=NOC(O)(C(F)(F)F)C2)c1 (stereo unspecified)	0.0	0	-1	0	1	2.9	1	5	2
COc1ccc(C2=NNC(c3cccs3)=Nc3ccc(OC)cc32)cc1	0.0	3	3	-4	-2	5.2	0	-5	-3
NC(=S)N/N=C/c1ccc(-c2cc(Cl)c(Cl)cc2Cl)o1	0.0	9	27	0	8	0.8	-1	-9	11
Cc1cccc(-n2nc3c(c2NC(=O)c2ccco2)CS(=O)(=O)C3)c1C	-0.1	13	-4	-3	0	0.3	-4	-4	2
Cc1ccc(C)c(OC(=O)c2cccc(S(=O)(=O)N3CCN(C)CC3)c2)c1	3.6	-3	1	-5	0	4.3	-7	-4	-1
CCN1CCN(c2cc(=O)n(C3CCCCC3)c(=O)[nH]2)CC1	0.2	0	-12	-3	-1	-3.0	10	-2	0
CCS(=O)(=O)N1CCC2(CC1)OCCN2S(=O)(=O)c1ccc(C)cc1	0.0	-19	-4	0	1	-0.4	-3	-3	-1
Cc1ccc(CNC(=O)C(NS(=O)(=O)c2ccc3nc(C)sc3c2)C(C)C)cc1 (stereo unspecified)	0.1	-13	0	1	3	-0.8	8	2	-1
Cc1nn(-c2cc(N3CCOCC3)ccc2N)c(=O)c2ccccc12	0.3	7&4	-4	2	1	-0.1	-4	1	3
CO/N=C(/CS(=O)(=O)c1ccc(Br)cc1)c1ccc(OC)cc1	0.1	7	9	8	2	2.7	4	-10	-3
COC(CNC(=O)c1ccc2nc(-c3ccccc3)c(-c3ccccc3)nc2c1)OC	0.1	-3	0	-2	1	1.5	1	-1	-1

Compound profiles, from the list above. Order of screens: Efflux pump inh	JMJD2C inh	core dimer inh	PP1 inh	Fh CTSL1 inh	PP5 inh	proCasp7 act	proCasp3 act	TPT1 inh
Record of `O=C(NCC(=O)N1CCc2ccccc2C1)c1ccc(Cl)cc1Cl` → 0.0	19	6	1	-3	-0.1	-11	-4	-6
Record of `CCN1CCN(c2cc(=O)n(C3CCCCC3)c(=O)[nH]2)CC1` → 0.2	0	-12	-3	-1	-3.0	10	-2	0
Record of `COc1cccc(C(=O)c2cc3ccc(O)cc3oc2=O)c1` → 0.9	0	-4	0	1	1.3	-7	-7	3

Remaining list, next part.
SMILES	Efflux pump inh	JMJD2C inh	core dimer inh	PP1 inh	Fh CTSL1 inh	PP5 inh	proCasp7 act	proCasp3 act	TPT1 inh
CCOC(=O)c1c(CN2CCN(Cc3ccccc3)CC2)n(C)c2cc(Br)c(OC)cc12	0.2	7	-4	5	1	1.7	4	-7	0
COc1cc(OC)cc(-c2c(-c3cccs3)c3cc(-c4ccc(OC)nc4)ccc3n2C)c1	0.3	1	nt	2	nt	0.6	13	9	nt
COc1cccc(CN(C)C(=O)CN2C(=O)NC(c3ccccc3)(c3ccccc3)C2=O)c1OC	0.3	nt	nt	2	nt	4.7	4	-2	nt
Cc1cccc2cc(C#N)c(NCCCn3ccnc3)nc12	-0.1	-3	3	-3	1	-1.3	-8	-12	0
C[C@H](NC(=O)[C@@H]1Cc2ccccc2CN1)C(=O)Nc1ccc2c(c1)OCCO2	0.0	-2	3	4	-3	2.3	4	2	-17
COc1ccc(CNC(=O)C2=CCN(S(=O)(=O)c3ccc(C)cc3)CC2)cc1	-0.1	2	1	0	1	0.3	5	9	-1
Cn1c(=O)c2c(ncn2CC(=O)N/N=C/C=C/c2ccccc2)n(C)c1=O	0.2	2	-2	-1	1	4.7	13	-2	-1
CN(Cc1ccccc1F)C(=O)c1ccc(Oc2ccccc2)cc1	0.0	2	7	1	-5	0.7	13	2	0
O=C(Nc1ccc(C(F)(F)F)cc1)C1CCN(S(=O)(=O)c2ccc(N3CCCC3=O)cc2)CC1	0.0	-2	0	-1	2	1.9	3	9	1
O=[N+]([O-])c1cc(/C=N\Nc2nc(-c3ccccc3)cs2)ccc1O	-0.4	-9	9	5	6	2.0	-10	-15	-4
O=C(CSc1ncn[nH]1)N1CCOCC1	0.1	10	-9	-1	60*	4.1	-1	-4	-3
CCOC(=O)C1=C(C)NC2=C(C(=O)CCC2)C1c1cc(OC)ccc1OC (stereo unspecified)	0.1	-2	-2	-3	-2	2.4	-8	-1	1
CCN(CC)S(=O)(=O)c1cc(NC(=O)Cn2ncc(Cl)c(Cl)c2=O)ccc1C	-0.1	1	38	5	0	-0.3	-2	5	0
O=C(O)C1CCN(S(=O)(=O)c2ccc(N3CCC(O)CC3)c([N+](=O)[O-])c2)CC1	-0.2	2	-5	-2	-1	2.7	3	10	3
Clc1ccc(-c2cc(-c3ccccc3)on2)cc1	0.1	2	-1	4	-2	3.1	5	6	1
Cc1c(NC(=O)Nc2ccccc2[N+](=O)[O-])c(=O)n(-c2ccccc2)n1C	0.1	4	-2	1	-1	-2.6	-2	4	3
COc1ccc(NC(=O)C23CC4CC(CC(Cl)(C4)C2)C3)cc1S(=O)(=O)N1CCOCC1	0.2	6	nt	nt	nt	nt	0	0	nt
CC1(c2ccccc2)NC(=O)N(CC(=O)NC(=O)NCc2ccco2)C1=O (stereo unspecified)	0.2	4	7	0	-4	0.9	-5	4	1
CN1CCN(C(=O)c2cc([N+](=O)[O-])cc([N+](=O)[O-])c2)CC1	0.1	36	3	1	-2	0.7	8	2	6
COc1ccc(OC)c(C2=NOC(C(=O)NCc3cccnc3)C2)c1 (stereo unspecified)	0.2	-4	1	-3	-1	0.0	6	-3	-2
O=C(Nc1ccccc1)c1cccc(Cn2cc(C(F)(F)F)ccc2=O)c1	-0.1	-1	0	-3	0	-0.9	3	-8	1
COc1ccc(C(=O)NCc2nnc(SCC(=O)Nc3nnc(C)s3)o2)cc1	-0.1	-6	-1	-1	-5	0.8	-15	-4	2
CC(C)[C@H]1C=C(C(=O)O)O[C@@H](OCc2ccc(CO)cc2)C1	-0.1	-1	-6	3	-1	2.0	-3	10	0
CCNC(=O)CN(c1ccc(CC)cc1)S(C)(=O)=O	0.0	nt	1	-5	3	0.1	16	5	-1
CC(C)C[C@H](NC(=O)OC(C)(C)C)c1nnc(SCc2cccc(F)c2)o1	0.0	2	1	5	12	3.1	-15	4	-3
The results go on:
SMILES	Efflux pump inh	JMJD2C inh	core dimer inh	PP1 inh	Fh CTSL1 inh	PP5 inh	proCasp7 act	proCasp3 act	TPT1 inh
CCC(NC(=O)N(Cc1ccccc1)Cc1ccc2c(c1)OCO2)(C(F)(F)F)C(F)(F)F	-0.1	6	1	-2	2	1.5	10	-4	0
Cc1ccc(-n2c(C)nnc2SC(C)C(=O)N2CCCC2)cc1 (stereo unspecified)	0.1	4	-3	1	0	1.6	-5	4	-2
C=C1CCN([C@@H](Cc2ccccc2)C(=O)NCCC(C)C)S(=O)(=O)c2ccccc21	-0.1	13	1	1	1	1.9	-3	-2	-2
N#CCc1cnc2ccccc2n1	0.0	-3	-12	2	6	0.9	-5	-9	-9
CS(=O)(=O)c1cccc(NC(=O)C2CCCN2S(=O)(=O)c2ccc(F)cc2)c1 (stereo unspecified)	0.0	0	-10	-1	-6	3.0	4	10	-3
c1ccc2[nH]c(-c3cnco3)cc2c1	-0.2	-1	-10	-1	1	0.8	-24	2	-7
O=C(Nc1cccc(-n2cnnn2)c1)c1ccco1	0.0	-17	-2	2	-2	1.6	-1	-4	1
CCN(CC)CCOC(=O)C1(c2ccccc2)CCOCC1	-0.1	-8	-3	0	0	0.8	6	-1	4
CN(CC(=O)Nc1ccc(F)cc1)C(=O)CCc1ccccc1	-0.1	5	9	-1	-1	-0.4	-8	-4	0
CCOc1ccc(C(C)=O)cc1CN1C(=O)c2ccccc2S1(=O)=O	0.1	-5	1	-2	-1	-0.4	1	3	3
O=S(=O)(c1ccc2c(c1)OCCO2)N1CCCN(S(=O)(=O)c2c(F)cccc2F)CC1	-0.3	1	nt	4	nt	3.0	5	-2	nt
CCN(CC)S(=O)(=O)c1ccc(NC(=O)CSc2ncnc3ccccc23)cc1	-0.5	-5	8	-1	-2	1.5	-3	-2	1
CCc1cc2ccc(C)c(C)c2nc1SCC(=O)Nc1cc(C)on1	0.4	-9	4	-3	1	0.5	3	3	6
O=C(O)/C=C\C(=O)Nc1ccc(N2CCN(c3ccc(Cl)c(Cl)c3)CC2)cc1	-0.1	23	10	7	8	-0.3	0	2	-1
CCCc1ccc(C(=O)NNc2ccc(F)cc2)cc1	0.1	3	2	1	0	0.3	2	-9	3
C=CCc1ccccc1OCCCCN1CCCC1	-0.1	-5	-5	0	4	-2.6	10	-1	-7
Cc1ccc(Nc2nc(C)cc(C)n2)c(Br)c1	0.0	4	-2	5	-1	-1.0	13	-3	2
CCn1cc(Br)c(C(=O)Nc2nccs2)n1	0.0	-6	2	0	-3	1.7	13	3	4

Source: PubChem BioAssay
